# High-throughput results from PubChem.
# Gli-Sufu block: blocks Gli-Sufu signaling in a luciferase reporter. Sufu-KO-LIGHT fibroblasts, Gli luciferase reporter luminescence. inhibition, % at 5 µM. 0.74% of 340,000 active. AID 588413;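 active means inhibition above about 55%, limit read from the data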;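 further: 0% = DMSO-treated cells and 100% = wells with medium but no cells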
# UPR CHOP act: activators of apoptotic arm of unfolded protein response (CHOP); 0.34% of 330,000 active; activation, % at 10 µM; CHO-CHOP luciferase reporter, UPR activation, luminescence; percent of tunicamycin response over DMSO baseline;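 active means at 10 µM dose, activation of 40% or more, normalized to positive control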;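 further: 100% = tunicamycin at 10 µg/mL and 0% = DMSO alone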
#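 Test system: CHO-CHOP cells, stable luciferase reporter of PERK-eIF2a-CHOP signalling | Quantity: 500 CHO-CHOP cells per well | Buffer or medium: F12 plus 10% serum | Compound dosing: 10 µM single point, 0.5% DMSO | Schedule: 6 h compound treatment, 37 °C | Signal: Luciferase luminescence | Control set: Tunicamycin high control, DMSO low control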
# UPR XBP1 act: adaptive UPR (XBP1) activation | CHO-XBP1 luciferase reporter, IRE1-XBP1 UPR activation, luminescence; percent of tunicamycin response, DMSO as zero | activation, % at 20 µM | 0.33% of 330,000 active | AID 463104;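 active means versus positive control, 20 µM dose yields 30% or more activation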;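 further: 100% = tunicamycin at 10 µg/mL and 0% = DMSO only wells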
#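 Assay system: CHO-XBP1 luciferase reporter cells; Schedule: 6 h treatment, 37 °C; Detection: glow luminescence from Steady-Glo reagent; Benchmarks: high control tunicamycin 10 µg/mL final, low control DMSO vehicle only.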
# EBI2 block: EBI2 (human) antagonism | P32249 | EBI2 beta-arrestin recruitment, luminescence, 7a,25-OHC stimulated | inhibition, % at 5 µM | 0.81% of 360,000 active; in the data active means inhibition above about 38%;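 further: enzyme fragment complementation signal reports receptor beta-arrestin coupling in cells; 0% = agonist plus DMSO wells and 100% = wells without agonist; some results beyond the cut were filed as inactive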
# Target sequence (P32249 whole entry, looked up, the tested form may be a part): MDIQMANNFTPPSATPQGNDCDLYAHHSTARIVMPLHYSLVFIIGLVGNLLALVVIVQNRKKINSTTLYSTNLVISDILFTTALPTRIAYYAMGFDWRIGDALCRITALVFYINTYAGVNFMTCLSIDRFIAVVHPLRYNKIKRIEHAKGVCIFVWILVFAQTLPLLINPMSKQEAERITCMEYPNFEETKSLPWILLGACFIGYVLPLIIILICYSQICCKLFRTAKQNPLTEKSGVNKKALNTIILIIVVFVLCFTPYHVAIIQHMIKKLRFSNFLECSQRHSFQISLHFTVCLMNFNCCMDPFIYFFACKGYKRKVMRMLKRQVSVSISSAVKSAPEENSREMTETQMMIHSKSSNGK
# Jurkat NFkB inh: inhibitors of the PMA/ionomycin-induced NF-kB reporter in Jurkat cells; 0.53% of 330,000 active; inhibition, % at 4 µM; PMA/ionomycin-induced NF-kB luciferase reporter, luminescence; in the data active means inhibition above about 50%
# 697 NFkB inh: inhibitors of the PMA/ionomycin-induced NF-kB reporter in 697 B cells. 697 B-cell NF-kB luciferase reporter, 16 h. 0.33% of 330,000 active. inhibition, % at 4 µM; in the data active means inhibition above about 35%
# CCR6 antagonist: CCR6 (human) receptor antagonism; P51684; CHO-K1 CCR6 PathHunter beta-arrestin, luminescence, CCL20-stimulated; inhibition, % at 20 µM; 0.49% of 340,000 active; AID 493098;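 active means compounds whose inhibition of the agonist-driven luminescence signal at 20 µM reaches about 50%, limit read from the data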;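 further: cells stimulated with CCL20 at 14 nM final; plate controls were DMSO with CCL20 for no effect and DMSO without agonist for full effect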
# Mdm2-MdmX inh: disrupts the human Mdm2-MdmX interaction. 3% of 330,000 active. SaOS-2 split-luciferase Mdm2/MdmX complementation, luminescence. inhibition, % at 8 µM. O15151+Q00987;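 active means inhibition of at least 50% at 8 µM in the primary screen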
# CXCR6 inh: CXCR6 (human) receptor inhibition; CHO-K1 PathHunter CXCR6 beta-arrestin, luminescence; inhibition, % at 20 µM; 0.36% of 360,000 active; AID 602244; in the data active means inhibition above about 34%, passing the limit was not always enough;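 further: antagonist mode with CXCL16 agonist at 10 nM final; 0% = 10 nM CXCL16 with DMSO and 100% = unstimulated wells without agonist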
# Target sequence (O00574 whole entry, looked up): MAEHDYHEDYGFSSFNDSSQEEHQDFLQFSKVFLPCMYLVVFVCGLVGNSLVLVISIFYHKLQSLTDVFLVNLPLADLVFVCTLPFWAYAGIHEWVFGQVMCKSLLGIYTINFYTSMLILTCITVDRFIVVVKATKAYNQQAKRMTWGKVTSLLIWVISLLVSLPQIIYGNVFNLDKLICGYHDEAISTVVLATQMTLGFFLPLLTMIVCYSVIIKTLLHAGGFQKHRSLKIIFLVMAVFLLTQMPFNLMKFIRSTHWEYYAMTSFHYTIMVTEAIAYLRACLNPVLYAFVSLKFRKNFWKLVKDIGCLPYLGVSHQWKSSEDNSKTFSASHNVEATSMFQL
# An asterisk follows results filed as active; . = not tested or not shown. Compounds were not picked by outcome (roughly 5% active in at least one column).
SMILES,Gli-Sufu block,UPR CHOP act,UPR XBP1 act,EBI2 block,Jurkat NFkB inh,697 NFkB inh,CCR6 antagonist,Mdm2-MdmX inh,CXCR6 inh
COC(=O)c1ccc(NC(=O)CN2C(=O)NC3(CCC(C)CC3)C2=O)cc1 (stereo unspecified),-1,-0.1,0,8,-11,-4,2,-21,-13
Cc1ccc(CC(=O)N2CC(C)OC(C)C2)cc1 (stereo unspecified),1,-1.4,0,6,1,18,-6,1,6
O=C(OCc1cncs1)c1ccccc1,6,1.4,9,-6,-4,13,0,16,1
CN(C)S(=O)(=O)c1ccc(NC(=S)NC(=O)c2ccc(Br)o2)cc1,.,0.5,-2,.,-2,-16,.,7,.
CCN1C(=O)C(=O)N(CC(=O)N2CCC(C)Sc3ccccc32)C1=O (stereo unspecified),1,-2.6,3,-6,-6,18,2,7,-5
Cc1nc(SCC(=O)Nc2c(C)n(C)n(-c3ccccc3)c2=O)[nH]c(=O)c1Cc1ccccc1,1,0.1,-2,-4,-10,2,2,18,5
CCC(=O)Nc1cccc(-c2nc3ccccc3c(=O)o2)c1,-2,0.9,5,-26,1,17,-10,-14,0
COc1cc(/C=C(/NC(=O)c2ccc(Cl)cc2Cl)C(=O)O)cc(OC)c1OC,5,1.3,-1,-5,15,9,-5,3,-4
c1ccc(CCc2nn3c(Cn4nnc5ccccc54)nnc3s2)cc1,-4,1.6,1,-9,-3,3,0,-6,0
COCCCNC(=O)CCn1c(=O)c2ccccc2n(Cc2cccc([N+](=O)[O-])c2)c1=O,3,-0.1,1,10,14,15,38,11,15
Cc1c(CCO)c(=O)n(C)n1C(=O)c1ccc(F)cc1,-3,-0.9,0,-6,3,-22,-1,-18,-4
COc1ccc2sc(N(CCCN(C)C)C(=O)c3ccc(S(=O)(=O)N(C)Cc4ccccc4)cc3)nc2c1,24,1.5,5,17,-16,0,10,34,-24
NS(=O)(=O)c1ccc(CNC(=O)CCSCCC(=O)NCc2ccc(S(N)(=O)=O)cc2)cc1,-3,2.1,-1,-6,6,3,-8,-16,7
CC(C)CN1CCN(Cc2nc3ccccc3s2)CC1CCO (stereo unspecified),13,0.9,0,-9,0,0,12,9,5
CC1CC(C)CN(C(=O)/C(=C\c2ccccc2)c2ccccc2)C1 (stereo unspecified),4,1.2,-2,12,-1,-4,21,33,11
O=C(N/C(=C/c1ccc(Br)cc1)C(=O)N1CCCCC1)c1ccccc1F,-6,-0.8,-2,1,-8,-27,6,3,10
Cc1nnsc1S(=O)(=O)Cc1ccccc1C(F)(F)F,2,0.1,-1,4,6,10,8,-4,2
CS(=O)(=O)N(CC(=O)N1CCCCCC1)c1ccccc1,-3,-3.2,-1,-21,-6,-20,-16,7,-6
Nc1nc2c(ncn2-c2ccccc2)c(=O)[nH]1,-13,.,.,-7,.,.,9,.,-9
CCNc1nc(NC(C)C)nc(OCC)n1,-18,-1.4,-1,-7,0,20,-3,-16,-3
Nc1nonc1C(=O)NCCNCc1ccccc1,-1,1.8,0,2,-13,1,8,-3,-5
CCc1cc(C(=O)c2ccccc2)c(N)s1,4,-1.2,-2,-3,-4,-43,15,-19,7
CCOC(=O)c1ccc(NC(=S)N2CCSC2c2ccc(Br)cc2)cc1 (stereo unspecified),1,3.0,11,-11,-7,-23,5,8,-20
CCOc1ccc(CCNC(=O)c2ccc3c(=O)n4c(nc3c2)CCCCC4)cc1,13,1.7,-8,16,10,1,1,-21,11
CC(=O)N/N=C/c1c(C)[nH]n(-c2ccccc2)c1=O,-2,-0.7,-1,-12,-2,5,7,-28,4
CCn1c(SCC(=O)N/N=C/c2ccc(OC)c(OC)c2)nc2ccccc21,1,-0.2,2,-4,2,7,0,6,-5
CC(=O)Oc1ccc(C23c4ccccc4C2(OC(C)=O)c2cc(OC(C)=O)ccc23)cc1 (stereo unspecified),6,.,.,-9,.,.,2,.,0
COc1ccccc1-c1noc2ncnc(Nc3ccccc3C)c12,29,0.5,-3,22,0,-3,8,21,-1
CNC(=S)N/N=C/c1cn(Cc2ccc(C)cc2)c2ccccc12,0,0.6,-1,13,11,35,16,42,6
CCOC(=O)CNC(=O)c1ccc(Br)s1,-3,1.3,-4,4,-2,7,2,-1,10
COc1ccc(C(=O)Nc2cccc(-c3csc(C)n3)c2)cc1S(=O)(=O)N1CCCC1,3,-0.1,0,-23,-14,15,16,36,-6
Cc1nnc(N2C(=O)c3oc4ccccc4c(=O)c3C2c2ccco2)s1 (stereo unspecified),6,-0.8,-3,2,1,9,4,9,-4
CC(/C=N/NC(=O)c1nnn(-c2nonc2N)c1C(C)C)=C\c1ccccc1,4,11,6,22,-30,-77,5,-2,-10
COC(=O)CSc1cc([N+](=O)[O-])cc2c1c(C1OCCO1)nn2-c1ccccc1,2,10,5,-1,25,9,-5,7,-6
C=CCN(c1ccccc1C(=O)NCC(=O)O)S(=O)(=O)c1ccccc1C,-2,1.7,-1,-7,-5,-13,1,3,0
CCCCN(C(=O)c1ccc(N(C)S(=O)(=O)c2ccc(C)cc2)cc1)c1c(N)n(CCC)c(=O)[nH]c1=O,-14,-0.5,-2,-5,-13,-21,7,-11,8
CCc1nnc(NC(=O)CN2CCN(C(=O)c3ccccc3)CC2)s1,-8,1.6,0,-3,13,5,7,25,2
Cc1ccc(C(=O)NC(=S)Nc2cccc(NC(=O)c3ccccc3)c2)cc1[N+](=O)[O-],-2,0.8,0,4,0,10,30,29,26
O=[N+]([O-])c1ccc(-c2nc(=S)c3c(o2)CCCC3)cc1,-54,3.0,2,-15,-18,4,12,-65,-4
Cc1ccc(-c2cc(C(F)F)n3ncc(C(=O)N4CCc5ccccc5C4)c3n2)cc1,21,2.2,7,35,32,17,-3,9,-5
COC(=O)/C=C1\SC(N)=NC1=O,7,2.2,-1,-7,-7,5,2,17,0
CCc1cccc(NC(=S)N(CCCOC(C)C)C2CCN(C(C)=O)CC2)c1,3,-0.5,-4,-1,-25,-10,3,15,-1
CSc1cccc(NC(=O)CCNS(=O)(=O)c2ccc3[nH]c(=O)oc3c2)c1,-17,-2.3,-3,-1,0,-21,4,4,3
C/C(=N\NC(=O)c1c(C)nc2ccccn12)c1ccc(N2CCOCC2)cc1,-16,-2.1,2,7,-3,7,-1,27,-5
Cc1cc(C)n(CC(=O)n2c(C)c(C)c3ccccc32)n1,-4,0.6,0,3,-9,-11,5,11,-3
Cc1nnc2c(NC(C)C)nc3ccccc3n12,-26,0.7,-7,-5,-1,18,-4,32,-2
O=C(Nc1ccccc1C(F)(F)F)NC1CCCCCCC1,-10,2.1,-1,1,-3,-11,12,24,-10
O=C(Cn1nnc2ccccc2c1=O)NC1CCCc2ccccc21 (stereo unspecified),-16,-3.4,-2,-2,4,-4,-5,-7,6
CCOC(=O)N1CCC(NC(=O)CCN2C(=O)C3C4C=CC(C4)C3C2=O)CC1 (stereo unspecified),.,0.2,-2,-6,5,-3,10,5,6
O=C(NCc1ccccn1)c1ccc(Br)s1,-9,-1.5,0,-17,0,13,-28,8,-4

# (cont.)
SMILES,Gli-Sufu block,UPR CHOP act,UPR XBP1 act,EBI2 block,Jurkat NFkB inh,697 NFkB inh,CCR6 antagonist,Mdm2-MdmX inh,CXCR6 inh
Cc1ccc(N2C(=O)c3ccccc3C2=O)cc1,-1,20,5,4,6,-6,4,8,17
CCOC(=O)c1cnc(SC2CC(=O)N(c3ccc(OC)c(OC)c3)C2=O)nc1N (stereo unspecified),-6,1.2,0,-6,8,24,5,-2,1
CC1SC(C)C(=O)N(CC(=O)NC2CCCCC2)C1=O (stereo unspecified),-2,.,.,-10,.,.,-4,.,1
COCCn1c(SCc2cc(=O)n3cc(C)ccc3n2)nc2ccccc2c1=O,.,0.2,4,.,-3,-10,.,2,.
CSc1nc(-c2ccc(Cl)cc2)nn1S(=O)(=O)c1ccccc1,-35,8.0,8,-1,-27,-41,-4,-13,3
C=CCSc1ccc(S(=O)(=O)N2CCN(C)CC2)cn1,-8,1.1,-1,-7,-2,21,1,13,4
CCOc1ccc(NC(=O)c2cc(F)c(F)cc2Cl)cc1OCC,-1,-0.2,4,-10,3,-1,-4,6,2
COc1c(C)cc(Br)cc1C(=O)O,43,-1.5,-2,-2,-4,11,-10,5,-5
Cc1ccccc1Cn1nc(C)c(NC(=O)c2cc(-c3ccco3)on2)c1C,1,1.4,0,-2,13,2,4,11,7
Cc1nc2cc(Cl)c(Cl)cc2nc1C,8,4.9,-1,12,-7,-11,-4,24,-1
Cc1cccc(NC(=O)CSCC(=O)N(C)Cc2ccc3c(c2)OCCO3)c1,0,.,.,2,.,.,15,.,-3
Cc1ccc(CNc2ccc3c(c2)ncn3C(C)C)cc1,-76,2.6,2,8,-68,-95,16,-91,9

# Entries listed so far that contain a halogen, in the order listed:
SMILES,Gli-Sufu block,UPR CHOP act,UPR XBP1 act,EBI2 block,Jurkat NFkB inh,697 NFkB inh,CCR6 antagonist,Mdm2-MdmX inh,CXCR6 inh
CN(C)S(=O)(=O)c1ccc(NC(=S)NC(=O)c2ccc(Br)o2)cc1,.,0.5,-2,.,-2,-16,.,7,.
COc1cc(/C=C(/NC(=O)c2ccc(Cl)cc2Cl)C(=O)O)cc(OC)c1OC,5,1.3,-1,-5,15,9,-5,3,-4
Cc1c(CCO)c(=O)n(C)n1C(=O)c1ccc(F)cc1,-3,-0.9,0,-6,3,-22,-1,-18,-4
O=C(N/C(=C/c1ccc(Br)cc1)C(=O)N1CCCCC1)c1ccccc1F,-6,-0.8,-2,1,-8,-27,6,3,10
Cc1nnsc1S(=O)(=O)Cc1ccccc1C(F)(F)F,2,0.1,-1,4,6,10,8,-4,2
CCOC(=O)c1ccc(NC(=S)N2CCSC2c2ccc(Br)cc2)cc1 (stereo unspecified),1,3.0,11,-11,-7,-23,5,8,-20
CCOC(=O)CNC(=O)c1ccc(Br)s1,-3,1.3,-4,4,-2,7,2,-1,10
Cc1ccc(-c2cc(C(F)F)n3ncc(C(=O)N4CCc5ccccc5C4)c3n2)cc1,21,2.2,7,35,32,17,-3,9,-5
O=C(Nc1ccccc1C(F)(F)F)NC1CCCCCCC1,-10,2.1,-1,1,-3,-11,12,24,-10
O=C(NCc1ccccn1)c1ccc(Br)s1,-9,-1.5,0,-17,0,13,-28,8,-4
CSc1nc(-c2ccc(Cl)cc2)nn1S(=O)(=O)c1ccccc1,-35,8.0,8,-1,-27,-41,-4,-13,3
CCOc1ccc(NC(=O)c2cc(F)c(F)cc2Cl)cc1OCC,-1,-0.2,4,-10,3,-1,-4,6,2
COc1c(C)cc(Br)cc1C(=O)O,43,-1.5,-2,-2,-4,11,-10,5,-5
Cc1nc2cc(Cl)c(Cl)cc2nc1C,8,4.9,-1,12,-7,-11,-4,24,-1
